LDHA inh – LDHA (human) enzyme inhibition; P00338; purified LDHA, NADH/diaphorase-resazurin fluorescence; stronger effect = lower value; activity change, % (values are at about 110 or 230 µM); 0.15% of 480,000 active; AID 1347041; in the data active = activity change below about -30%; inconclusive = mostly about -25% to -30%;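 also: plate controls were DMSO wells for no effect and wells without enzyme for full effect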
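Human LDH5 (2 nM) was incubated with 0.06 mM NADH and 0.2 mM pyruvate for 5 min at room temperature in Tris pH 7.4. Remaining NADH was coupled through diaphorase/resazurin, and resorufin fluorescence was read at 0 and 20 min.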
An asterisk follows results filed as active; ? = inconclusive. Only part of the results is shown; rates above refer to the full screens.

The opening 4 entries (preview)
SMILES	LDHA inh
Cc1cccc(C)c1NC(=O)C(c1ccncc1)n1c(=O)c(-c2cc3ccccc3[nH]2)nc2ccccc21 (stereo not drawn)	-3.0
Cc1ccsc1C=Nc1ccc(-c2ccc(N=Cc3sccc3C)cc2)cc1	-6.4
Cn1c(=O)c2c(nc(NCc3ccc4c(c3)OCO4)n2Cc2cccc(Br)c2)n(C)c1=O	-16.8
COc1ccc(-c2c(C(F)(F)F)oc3cc(OC(C)=O)ccc3c2=O)cc1OC	0.3

The list itself, from the start:
SMILES	LDHA inh
Cc1cccc(C)c1NC(=O)C(c1ccncc1)n1c(=O)c(-c2cc3ccccc3[nH]2)nc2ccccc21 (stereo not drawn)	-3.0
Cc1ccsc1C=Nc1ccc(-c2ccc(N=Cc3sccc3C)cc2)cc1	-6.4
Cn1c(=O)c2c(nc(NCc3ccc4c(c3)OCO4)n2Cc2cccc(Br)c2)n(C)c1=O	-16.8
COc1ccc(-c2c(C(F)(F)F)oc3cc(OC(C)=O)ccc3c2=O)cc1OC	0.3
CCCCn1c(=O)n(CC(O)COc2cc(C)ccc2C)c(=O)c2c1ncn2C1CCCC1 (stereo not drawn)	11.9
COc1ccccc1C1CC(=O)N(c2ccc(C)cc2)C2=C1C(=O)OC2 (stereo not drawn)	0.1
O=C(COc1ccc(Cl)c(Cl)c1)Nc1ccc2[nH]ncc2c1	5.0
CC(C)(/C=N/O)/[N+]([O-])=C/c1ccc(Cl)cc1Cl	-1.4
C/C(=N/NC(N)=O)c1ccc([N+](=O)[O-])cc1	-5.1
Cc1ccc(-n2nnnc2SCc2nc(N)c3ccccc3n2)c(C)c1	-1.3
Cn1nc(CC(=O)NCc2ccccc2F)c2ccccc2c1=O	4.0
O=C(C(Sc1nc2ccccc2o1)c1ccccc1)N1CCCC1 (stereo not drawn)	3.2
COc1cccc(CNS(=O)(=O)c2ccc(-c3ccc(=O)[nH]n3)o2)c1	-3.8
COCCn1cnc2c1c(=O)n(CC(=O)Nc1cccc(C)c1C)c(=O)n2Cc1ccccc1	-10.2
Cc1ccc(Cl)cc1NS(=O)(=O)c1cc2c(cc1Cl)CCC(=O)N2	-5.3
Cc1ccc(/C=C/c2onc(C)c2S(=O)(=O)N2CCC(C(=O)N3CCC(C)CC3)CC2)cc1	-0.6
CC(C)c1ccccc1NS(=O)(=O)c1ccc(CCC(=O)O)cc1	0.5
COc1cccc(CNC(=O)N2CCN(Cc3ccc(Cl)s3)CC2)c1	-2.7
COC(=O)c1ccc(COC(=O)c2ccc(C(=O)OCc3ccc(C(=O)OC)o3)cc2)o1	0.8
Cc1ccc(Oc2cc(C#N)c3ccccc3n2)cc1C	4.2
CN(C(=O)Cn1nc(Cc2cccnc2)c2ccccc2c1=O)c1ccc(F)cc1	-2.7
CCn1cc(S(=O)(=O)N2CCN(c3ccccc3OC)CC2)cn1	-15.9
O=C1CCCc2cc(S(=O)(=O)N3CCCC(C(=O)N4CCC5(CC4)OCCO5)C3)ccc2N1 (stereo not drawn)	2.3
CCCC(=O)Nc1ccc(-c2csc(NC3CC3)n2)cc1	2.3
CC(=O)N(Cc1ccccc1)Cc1cc2cccc(C)c2[nH]c1=O	-13.6

The list goes on; it opens with the four that closed the last part.
SMILES	LDHA inh
CCn1cc(S(=O)(=O)N2CCN(c3ccccc3OC)CC2)cn1	-15.9
O=C1CCCc2cc(S(=O)(=O)N3CCCC(C(=O)N4CCC5(CC4)OCCO5)C3)ccc2N1 (stereo not drawn)	2.3
CCCC(=O)Nc1ccc(-c2csc(NC3CC3)n2)cc1	2.3
CC(=O)N(Cc1ccccc1)Cc1cc2cccc(C)c2[nH]c1=O	-13.6
C/C(=N\NC(=S)N/N=C(\C)c1ccccc1)c1ccccc1	2.2
COc1ccccc1CNC(=O)CSc1nc(-c2cccs2)nc2ccccc12	6.9
Cn1ccnc1C(=O)c1cccc(NC(=O)C(=O)NCc2ccccc2)c1	-12.0
CCc1nc2ccc(C(=O)Nc3cccc(C)n3)cc2nc1CC	1.7
CCNC(=O)c1cccc(NC(=O)c2nn(CC)c(=O)c3ccccc23)c1	0.5
Cc1cc(OCc2n[nH]c(=S)n2C)cc(C)c1Cl	4.0
CC(C)c1ccc(/C=N/NC(=O)Cc2ccccc2)cc1	-4.0
CCCCOc1ccc(C(N)C(=O)OCC)cc1 (stereo not drawn)	7.0
O=C(O)/C=C/c1ccc(Cl)cc1Cl	0.7
CCCC(=O)N1CCCN(C(C)C(=O)Nc2ccccc2Cl)CC1 (stereo not drawn)	2.5
Cc1ccc2nc(-c3cccnc3)cc(C(=O)NCCc3ccc(F)cc3)c2c1	-23.2
NC(=O)CN(CC1CCOC1)C1CC1 (stereo not drawn)	8.0
CCCCCCNC(=O)CCNC(=O)c1cccc(C)c1	4.4
CN(C)c1ccc(SSc2ccc(N(C)C)cc2)cc1	10.9
Cn1c(SCC(=O)NC2CCCCCC2)nnc1-c1ccc(Cl)cc1	-20.9
Cc1[nH]nc2c1C(c1cccc(OCc3ccc(Cl)cc3)c1)C(C#N)=C(N)O2 (stereo not drawn)	0.8
O=C(c1ccco1)N1CCN(C(=O)C2CCCN(c3nnc(N4CCCC4=O)s3)C2)CC1 (stereo not drawn)	-0.8
CCOc1ccc(CNC(=O)CS(=O)(=O)Cc2nc(-c3ccccc3C)oc2C)cc1	-8.2
CC(C)Cc1ccc(C(C)NC(C)C(=O)NC(N)=O)cc1 (stereo not drawn)	6.4
CC(C)Nc1nnc(SCc2nc(-c3ccccc3Cl)no2)s1	7.4
CC1Cc2c(nc(Cl)c(C#N)c2C#N)C([N+](=O)[O-])([N+](=O)[O-])C1 (stereo not drawn)	137.8
C#CCNC(=O)c1ccccc1NCC(=O)NC(=O)NCc1ccccc1	7.2
CCCn1c(=O)n(CC(=O)NC2(c3noc(C)n3)CCCC2)c2ccccc21	20.8
C(=C\c1nc2ccccc2s1)/c1cccc(Oc2ccccc2)c1	-1.6
Fc1ccc(Oc2nc3ccccc3s2)c(Br)c1	7.0

Quoted from the listing:
In LDHA inh, COc1ccccc1CNC(=O)CSc1nc(-c2cccs2)nc2ccccc12 reads 6.9
In LDHA inh, CCOc1ccc(CNC(=O)CS(=O)(=O)Cc2nc(-c3ccccc3C)oc2C)cc1 reads -8.2
In LDHA inh, CCCCCCNC(=O)CCNC(=O)c1cccc(C)c1 reads 4.4

Additional records:
SMILES	LDHA inh
CCOC(=O)c1ccccc1NC(=O)Nc1nnc(N(C)C2CCCCC2)s1	10.7
CCc1ccc(CNC(=O)c2cnccn2)s1	-1.2
Cc1cc(C)c(O)c(-c2n[nH]c3c2C(c2ccc(F)cc2)N(Cc2cccnc2)C3=O)c1 (stereo not drawn)	-1.0
Cc1cc(C)c(S(=O)(=O)NCCO)c(C)c1	0.4
CC(=O)Nc1ccc(NC(=O)c2cc(-c3cccs3)nc3ccccc23)cc1	?
CC(C)(C)c1ccc(C(CC(=O)O)NC(=O)c2ccc(-c3ccccc3)cc2)cc1 (stereo not drawn)	-1.0
Cc1ccc(NC(=O)CCc2ncc(-c3c(F)cccc3F)o2)nc1	-5.6
O=C(Nc1ccc(S(=O)(=O)N2CCCC2)cc1)C1=COCCO1	10.7
COC(=O)C1=CN(c2ccc(N3CCOCC3)cc2)C(N)=C(C#N)C1c1ccccc1 (stereo not drawn)	4.5
NC(=O)NC(=O)C(Cl)c1ccccc1 (stereo not drawn)	1.2
CCCNc1c(NC(=O)NCc2cccc(OC)c2)c(=O)oc2ccccc12	6.8
COc1cc(C=O)ccc1OC(=O)c1cccs1	-18.6
CCOCCn1c(=O)c2c(nc(-n3nc(C)cc3C)n2CC)n(C)c1=O	-11.1
Cn1nc(-c2ccccc2F)c2cc(C(=O)N3CCOCC3)sc21	-0.4
O=C1CCCCC1Sc1nc2cc(Cl)ccc2s1 (stereo not drawn)	5.6
COC(=O)c1cc(-c2ccccc2)nc2ccccc12	14.8
O=C(C(c1ccccc1)N1CCN(S(=O)(=O)c2cccs2)CC1)N1CCCC1 (stereo not drawn)	-7.9
COC(=O)c1ccn(Cc2ccc(Cl)c(Cl)c2)n1	4.1
COC(=O)[C@@]12C[C@@H](CC(=O)NCc3ccc(OC)c(OC)c3)C(=O)N(Cc3ccc4c(c3)OCO4)C1=CCC(C)(C)C2	4.0
Cc1ccccc1/C=C(/C#N)C(=O)c1c(C)[nH]c2ccccc12	9.9
CCC(C)Nc1nc(-c2ccc(NC(C)=O)cc2)cs1 (stereo not drawn)	6.8
O=C(CN1CCN(c2ccccc2F)CC1)NC(=O)NCC(F)(F)F	-12.5
CC(NC(=O)CCc1ncc(-c2ccc(Cl)cc2)o1)c1ccc(S(C)(=O)=O)cc1 (stereo not drawn)	3.1
COC(=O)c1ccc(NC(=S)NCCO)cc1	0.1
CC(C)(C)c1ccc(/C=N/NC(=O)Cc2cccc3ccccc23)cc1	9.1
Next results follow:
SMILES	LDHA inh
COC(=O)c1ccc(COC(=O)CCC(=O)c2ccc(Cl)cc2)cc1	5.3
Cc1cc(NC(=O)CSc2nnnn2-c2cccc(C)c2C)n(-c2ccccc2)n1	8.3
Cn1ncc2c(N3CCN(c4ccccc4)CC3)nc(N3CCOCC3)nc21	2.1
N#Cc1ccc(Oc2ccc(-c3ccccc3)cc2)cc1	1.6
O=C(CSc1ccc2c(c1)OCCCO2)NC(=O)c1cccs1	2.8
CCCNc1c(NC(=O)Nc2ccccc2OCC)c(=O)oc2ccccc12	-30.0*
COc1cc(NC(=O)Cn2cnc3c(sc4ncccc43)c2=O)cc(OC)c1OC	2.3
CC(NC(=O)Cc1cccc(C(F)(F)F)c1)c1ccc(F)cc1F (stereo not drawn)	-2.4
O=C1/C(=C/c2ccccc2)COc2ccccc21	15.2
Cc1cccc(OCC(O)CNC23CC4CC(CC(C4)C2)C3)c1 (stereo not drawn)	4.0
Cc1csc(NC(=O)C(C)Sc2nnc(-c3ccco3)n2CC(C)C)n1 (stereo not drawn)	-1.1
Fc1ccc(-c2nc3c(Cl)cc(C(F)(F)F)cn3c2Cc2ccsc2)cc1	-8.0
Cc1ccc(C)c(OCC(O)Cn2nnc(-c3cccnc3)n2)c1 (stereo not drawn)	-5.3
COc1ccc(C(=O)c2[nH]c(N)c(C(=O)NCCc3c[nH]c4ccccc34)c2-c2ccccc2Br)cc1	0.9
Cc1oc(-c2ccccc2Cl)nc1CSc1nc2ccncc2[nH]1	-8.4
CS(=O)c1ccc(C(=O)OCc2cc(Cl)c3c(c2)OCCCO3)cc1 (stereo not drawn)	-1.2
CCCc1nc2ccccc2c(C(=O)OCC(=O)NC(=O)NC)c1CC	-0.8
O=C(Nc1nnc(-c2ccncc2)s1)NC12CC3CC(CC(C3)C1)C2	3.7
Cc1ccc(C2Cc3ccccc3N2)c(C)c1 (stereo not drawn)	-14.4
Cc1ccc2c(CSc3nnc4ccccn34)cc(=O)oc2c1	7.7
Cc1oc2cc(OCC(=O)Nc3ccccc3F)ccc2c(=O)c1Oc1ccc(F)cc1	-0.9
N#Cc1ccc(NCCNc2cccc3ccccc23)nc1	74.3
Cn1ccc(NC(=O)CCc2nnc(-c3ccccc3)o2)n1	-2.7
Cc1ccc2[nH]c(C)c(CC(=O)NC(C)c3ccc(C)o3)c2c1 (stereo not drawn)	-0.6
COc1ccc(C2=Nc3ccccc3N(C(=O)c3cccnc3)C2C(=O)NC2CCCC2)cc1 (stereo not drawn)	8.9

Some of these compounds in order of the LDHA inh value, largest number first.
SMILES	LDHA inh
Cc1cc(NC(=O)CSc2nnnn2-c2cccc(C)c2C)n(-c2ccccc2)n1	8.3
O=C(CSc1ccc2c(c1)OCCCO2)NC(=O)c1cccs1	2.8
CCCc1nc2ccccc2c(C(=O)OCC(=O)NC(=O)NC)c1CC	-0.8

The list goes on:
SMILES	LDHA inh
CCCc1cc(=O)oc2cc(OC(C)C(=O)OCC)ccc12 (stereo not drawn)	2.0
CC(=O)c1cccc(NC(=O)C(Sc2ccc(C(F)(F)F)cn2)c2ccccc2)c1 (stereo not drawn)	-0.7
O=c1cc(-c2ccccc2)c2ccc(OCc3ccccc3)cc2o1	2.4
CCSc1nc(-c2ccc(C)cc2)nc2c1COC(C)(C)C2	1.8
CC(C)(C)c1csc(C2CN(CCC#N)CCO2)n1 (stereo not drawn)	9.0
CC(C(=O)NC(C)(C)C)N1CCC(C(=O)NCc2ccco2)CC1 (stereo not drawn)	-14.2
O=C(Nc1cccc(O)c1)c1cc(=O)[nH]c2ccccc12	-1.9
CN(CCO)c1cccc2c1S(=O)(=O)N[C@H](Cc1ccccc1)CO2	2.8
CCOc1ccc(NC(=O)N2CCC(N(C)C(C)C)CC2)cc1	21.3
CC(=O)Nc1ccc(NC(=O)c2csc(NC3CCCC3)n2)cc1	4.1
Cc1oc(-c2cccs2)nc1CC(=O)NCc1ccc2c(c1)OCO2	-4.8
COc1ccc(Cl)cc1NC(=O)c1cc(=O)c2cc(C)ccc2o1	-2.6
CCCCc1c(-c2ccc(Cl)cc2)ncn1CCc1ccccc1OC	1.9
Cc1ccccc1-c1nc2cc(NC(=O)c3ccco3)ccc2o1	-10.7
CC(C)c1ccc2oc(=O)cc(CN3CCN(CCO)CC3)c2c1	8.4
COc1ccc(OC)c(CCNC(=O)CSCc2cnn(-c3ccccc3)c2-n2cccc2)c1	-0.1
O=c1oc2ccccc2cc1S(=O)(=O)c1ccc(Cl)c(Cl)c1	-17.1
COc1nc(C(=O)N2CCC(NC(=O)C3CC3)CC2)cc2ccccc12	-4.7
Cc1ccccc1NC(=O)CCNS(=O)(=O)c1ccc2c(c1)CCN2C(=O)C1CC1	-0.9
CC(Sc1nnc(-c2ccco2)o1)C(=O)Nc1ccc2c(c1)OCO2 (stereo not drawn)	-4.0
Cc1ccc(CNCc2ccc(-c3cccc(C(=O)O)c3)o2)cc1	0.0
Cc1ccc(C)c(S(=O)(=O)NCC(=O)O)c1	3.4
CN(C(=O)C1CCCCC1)C1(c2ccccc2Cl)CCCCC1=O (stereo not drawn)	1.9
CN(C)C(CNC(=O)c1cc(=O)c2cc(Cl)ccc2o1)c1ccco1 (stereo not drawn)	-2.0
Cc1ccc(C2C3=C(COC3=O)Nc3n[nH]c(C)c32)cc1 (stereo not drawn)	0.5
COc1ccc(/C=C\C(=O)Nc2cccc3cccnc23)cc1OC	0.7
Cc1ccc(CNc2nc(N)c([N+](=O)[O-])c(Nc3ccc(Cl)cc3)n2)cc1	-6.0

From PubChem
